High-throughput results (PubChem)
HTT ATP protect: qHTS Multiplex Assay to Identify Dual Action Probes in a Cell Model of Huntington: Cytoprotection (ATP); PC12 HTT-Q103 induced, cytoprotection, ATP luminescence, 40 h; Potency, µM (series often up to 56.4 µM), for the others: cytoprotection (ATP increase), hits mostly activators; 230,000 tested, 0.14% active;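 note: % of control where 0% means no effect; nearly all actives have a fitted effect of over 45% in size; toxic huntingtin expression switched on by the ecdysone agonist tebufenozide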
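Rat PC12, Q103 Htt exon1-GFP fusion, ecdysone promoter; tebufenozide inducer 100 nM final; compound titration; qHTS, 1500 cells/well; ATPlite luminescent read.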
GAA glycogen mod: qHTS Assay for Inhibitors and Activators of Human alpha-Glucosidase Cleavage of Glycogen; recombinant GAA, glycogen substrate, Amplex Red glucose oxidase fluorescence; Potency, µM (highest dose often 76.4 µM), inactives show at the highest dose activity change, negative = inhibition, most hits filed as inhibitors; 300,000 tested, 0.38% active; AID 2100, 2009;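 note: 0% = full enzyme reaction and -100% = no-enzyme basal signal; the screen sought inhibitors and activators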
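Recombinant enzyme (4 nM final) with compounds titrated up to 77 uM and bovine liver glycogen (30 ug) in citrate pH 5.0, 0.01% Tween-20, 37 C 40 min. Released glucose detected by Amplex Red/glucose oxidase (Ex 573/Em 610); AC50 from Hill fits.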
Tau fibril FP: qHTS for Inhibitors of Tau Fibril Formation, Fluorescence Polarization; Microtubule-associated protein tau (Homo sapiens), P10636; K18 P301L tau heparin fibrillization, Alexa594 FP, 6 h; Potency, µM (highest dose often 57.7 µM), for the others: at the top dose activity, negative = inhibition, actives largely listed as inhibitors; 280,000 tested, 0.39% active; note: % is set by controls: 0 for no effect and ±100 for the full control effect; nearly all actives have a fitted effect of over 55% in size
Target sequence (P10636 561-689 P618L limits assumed): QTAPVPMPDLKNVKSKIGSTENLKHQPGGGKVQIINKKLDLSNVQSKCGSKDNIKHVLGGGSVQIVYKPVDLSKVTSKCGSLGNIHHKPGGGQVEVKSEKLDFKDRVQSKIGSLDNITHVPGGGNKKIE
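Steps: dispense K18 P301L tau (15 uM plus 0.24 uM Alexa 594 tracer, final) in pH 7 sodium acetate; add compound; add heparin (20 uM final); incubate 6 hr, 37 C; add ThT (30 uM final); after 1 hr ambient, read FP.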
aGal spleen mod: qHTS Assay for Inhibitors and Activators of Human alpha-Galactosidase From Spleen Homogenate | Alpha-galactosidase A (Homo sapiens), P06280 | human spleen homogenate, 4MU-alpha-Gal fluorescence, 40 min | Potency, µM (doses to about 80 µM), inactives show at the top dose activity change, negative = inhibition, actives largely listed as inhibitors | 240,000 tested, 0.008% active | AID 2107, 2009;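 note: 0% = enzyme with vehicle and -100% = no enzyme basal signal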
Target sequence (P06280 32-429 limits assumed): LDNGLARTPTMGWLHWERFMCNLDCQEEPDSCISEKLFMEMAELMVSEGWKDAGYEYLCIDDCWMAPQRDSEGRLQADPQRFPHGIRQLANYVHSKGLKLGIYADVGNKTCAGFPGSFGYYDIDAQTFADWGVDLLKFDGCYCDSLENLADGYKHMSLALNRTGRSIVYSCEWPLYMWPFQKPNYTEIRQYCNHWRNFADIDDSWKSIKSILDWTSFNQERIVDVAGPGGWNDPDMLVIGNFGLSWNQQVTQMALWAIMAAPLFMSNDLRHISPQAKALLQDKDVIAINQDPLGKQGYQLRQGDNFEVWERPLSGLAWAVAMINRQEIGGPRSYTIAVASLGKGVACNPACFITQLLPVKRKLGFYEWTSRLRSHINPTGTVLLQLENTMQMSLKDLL
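qHTS titration in buffer at pH 5.0. Alpha-galactosidase activity in spleen homogenate was measured via 4-methylumbelliferone release from 1 mM fluorogenic substrate after 40 min at 37C and a pH 10 stop. AC50 came from Hill fits of control-normalized data.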
GAA inh: qHTS Assay for Inhibitors of Human alpha-Glucosidase as a Potential Chaperone Treatment of Pompe Disease; Lysosomal alpha-glucosidase (Homo sapiens), P10253; purified human GAA, 4-MU-alpha-glucoside fluorescence; Potency, µM (titrated, usually from 76.9 µM), inactives show at the top dose activity change, negative = inhibition, actives largely listed as inhibitors; 200,000 tested, 0.005% active;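 note: plate controls were uninhibited enzyme wells for no effect and no-enzyme background for full effect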
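Compounds are titrated up to 77 uM against 4 nM human enzyme. Substrate 4-methylumbelliferyl-alpha-D-pyranoside (400 uM) reacts 20 min at room temperature in pH 5.0 buffer; liberated 4-methylumbelliferone is read at 440 nm.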
GAA spleen mod: qHTS Assay for Inhibitors and Activators of Human alpha-Glucosidase From Spleen Homogenate | human spleen homogenate, 4-MU-alpha-glucoside fluorescence | Potency, µM (doses to about 79.9 µM), without a hit: at the highest dose activity change, negative = inhibition, usual class: inhibitors | AID 2112, 2009 | 240,000 tested, 0.006% active | Lysosomal alpha-glucosidase (Homo sapiens), P10253;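 note: 0% = enzyme with vehicle and -100% = no enzyme basal signal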
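Enzyme source: human spleen homogenate, 1 ug/well. Buffer 50 mM citric acid/K phosphate pH 5.0, 0.01% Tween-20. 4-MU-alpha-glucoside 1 mM; 37 C x 40 min; NaOH/glycine stop; fluorescence.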
Tau fibril ThT: qHTS for Inhibitors of Tau Fibril Formation, Thioflavin T Binding | Microtubule-associated protein tau (Homo sapiens), P10636 | Potency, µM (highest dose often 57.4 µM), for inactives: at the top dose activity, negative = inhibition, hits mostly inhibitors | 270,000 tested, 2.1% active | recombinant tau K18 P301L, heparin-induced fibrillization, ThT fluorescence; note: % is set by controls: 0 for no effect and ±100 for the full control effect; nearly all actives have a fitted effect of over 55% in size
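Tau K18 P301L fragment (15 uM unlabeled plus 0.24 uM Alexa 594-labeled) in 100 mM sodium acetate pH 7 with compound, fibrillization induced by 20 uM heparin for 6 hr at 37 C. Thioflavin T (30 uM) added, fluorescence read after 1 hr (ex 450, em 510 nm).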
Tau fluor counter: Counterscreen qHTS for Inhibitors of Tau Fibril Formation, Fluorescence Polarization; Potency, µM (doses to about 57.7 µM), for inactives: top-dose activity change, negative = decrease; 280,000 tested, 0.93% active; tau K18 P301L (four-repeat tau fragment) Alexa594 fluorescence, heparin fibrillization; AID 1463, 2008; note: % is set by controls: 0 for no effect and ±100 for the full control effect; nearly all actives have a fitted effect of over 55% in size
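Human K18 P301L tau (15 uM unlabeled plus 0.24 uM Alexa 594-labeled, final) in 100 mM sodium acetate pH 7 was mixed with compound and 20 uM heparin and incubated 6 hr at 37 C.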
* hit, by the source's call; u = inconclusive; x = no result given; [ ] = dose if it differs, or a comment. Calls come from the whole dose curve; as a rule, active = well fitted curve in the direction sought with a large enough effect; inconclusive = small, poorly fitted or top-dose-only effect, or another doubt; inactive = no such curve, though single readings can be large; an effect the other way counts as inactive or inconclusive. Potency is the fitted concentration of half-maximal effect.

SMILES	HTT ATP protect	GAA glycogen mod	Tau fibril FP	aGal spleen mod	GAA inh	GAA spleen mod	Tau fibril ThT	Tau fluor counter
Cc1nc2ccc(S(=O)(=O)NCC(=O)N3CCC(C)CC3)cc2s1	10%	-1%	8%	-1%	3%	5%	-6%	-5%
CCCCN(CCCC)CCNC(=O)Cn1nc(CC)n2c(cc3sccc32)c1=O	x	1%[76.3 µM]	2%	x	x	x	7%	0%
O=C1NCC(O)=C1C=Nc1ccccc1O	8%[10 µM]	-24%	-5%	5%	-1%[15.4 µM]	3%	-7%	-1%
NCCC[C@@H](CC(=O)N[C@@H]1CCCC[C@H]1C(=O)N[C@H](CC(=O)N[C@@H](CCC(=O)O)CC(=O)O)Cc1ccccc1)NC(=O)C[C@H](Cc1c[nH]c2ccccc12)NC(=O)[C@@H]1CNCC[C@H]1N	-19%[1.9 µM]	x	-8%	-5%	x	-9%	-8%	-6%
Cn1c(N)c(C(=O)Nc2ccc(-c3ccccc3)cc2)sc1=S	-2%[10 µM]	-3%	5%	-3%	x	0%	-8%	-14%
CCN(CCCNC(=O)CCc1nc(-c2ccc(OC)cc2)no1)c1cccc(C)c1	27%	-9%	10%	5%	-6%	-1%	u	u
COC(=O)c1cc(COC(=O)c2nc3nccc(C)n3n2)oc1C	19%[10 µM]	15%	4%	0%	3%	7%	-7%	-2%
CCCN1CCN(C(=S)Nc2ccc(S(N)(=O)=O)cc2)CC1	6%	1%	-6%	2%	-1%	0%	-5%	-4%
COc1cc(OC)cc(C(=O)NC(=S)NNC(=O)c2cnccn2)c1	25%[10 µM]	1%	-3%	6%	-2%	2%	u	-7%
Cc1sc2ncnc(SCC(=O)NC3CC3)c2c1C	18%[10 µM]	0%	-9%	-6%	11%	-3%	-3%	-7%
CC(C)CNc1nc(Oc2ccc(=O)[nH]n2)nc(N2CCOCC2)n1	6%	-5%	10%	0%	2%	3%	5%	10%
CCc1sc(C(=O)NC)cc1Br	11%	9%	-12%	-3%	3%	-10%	12%	1%
CCc1ccccc1NC(=O)CN(C)C(=O)CSc1nnc(Nc2ccc(C)cc2)s1	-9%[10 µM]	0%	14%	-5%	-4%	-5%	-13%	u
CCNC(=S)NNC(=O)c1cccc(Br)c1	-6%	-20%	8%	0%	3%	-10%	-2%	4%
COc1ccccc1N1C(=O)C2C(C(=O)c3ccccc3)=NN(c3ccc(C)cc3)C2C1=O (stereo unspecified)	-2%[10 µM]	-6%	-10%	4%	x	0%	u	-20%
COc1ccc(NC(=O)NCCc2cccc(Cl)c2)cc1OC	-4%[10 µM]	2%	-6%	11%	u	8%	-15%	-22%
Cc1c(NC(=O)C(C)OC(=O)C(NC(=O)c2ccco2)C(C)C)c(=O)n(-c2ccccc2)n1C (stereo unspecified)	19%	3%	-1%	0%	-2%	-3%	14%	17%
CCOc1ccc(N2CC(C(=O)Nc3ccccn3)CC2=O)cc1 (stereo unspecified)	10%[10 µM]	-8%	6%	3%	-6%	4%	-6%	-5%
NC(=O)c1cc(S(=O)(=O)NCc2cccc(Br)c2)cs1	x	-14%[76.3 µM]	-14%	x	x	x	3%	-12%
O=C(CSCc1ccccc1Cl)Nc1ccc2c(c1)OCCO2	6%	-3%	4%	-17%	-2%	-9%	-13%	-22%
O=C(NCCC(=O)N1CCOCCOCCOCCOCC1)OCc1ccccc1	15%[10 µM]	5%	-4%	-10%	x	-3%	3%	3%
CCOc1cc2[nH]c(=S)n(CCC(=O)NCc3ccc(OC)cc3)c(=O)c2cc1OCC	14%	0%	u	5%	-10%	2%	-10%	-12%
COc1ccc(C(=O)NC(=S)Nc2cccc(Cl)c2N2CCOCC2)cc1[N+](=O)[O-]	-3%	-2%	u	-2%	-7%	-6%	-20%	u
C=CCNC(=O)CSc1cc([N+](=O)[O-])cc(S(=O)(=O)Cc2ccccc2)c1	9%[10 µM]	0%	15%	2%	-6%	1%	-4%	-7%
CCN1CCCC1CNCC(O)COc1ccc(C(C)(C)C)cc1C (stereo unspecified)	-56%[inhibitor]	-4%	-1%	-9%	5%	x	-5%	0%
NS(=O)(=O)c1cccc(NC(=O)CSc2nnc(C3CC3)n2Cc2ccccc2)c1	1%[10 µM]	5%	4%	-17%	x	-11%	1%	1%
COc1ccc(NC(=O)Cn2c(=O)n(-c3ccc(C)c(C)c3)c(=O)c3c4c(sc32)CCCCC4)cc1Cl	x	-15%[76.3 µM]	u	x	x	x	0%	-10%
O=C(CCCn1c(=O)oc2ccccc21)NC1CCCCCC1	u	4%	-2%	-11%	2%	-11%	-4%	-7%
Cc1nn(CCOc2ccccc2)c(=O)n1-c1ccccc1F	12%[10 µM]	4%	-14%	-5%	-10%	4%	-11%	-12%
CC(OC(=O)c1cccs1)C(=O)NCc1cccs1 (stereo unspecified)	-5%[10 µM]	0%	2%	1%	-1%	-2%	2%	4%
COCCCn1c(SCC(=O)Nc2ccc(C(C)=O)cc2)nc2ccccc2c1=O	-22%[10 µM]	-4%	-6%	3%	-2%	-5%	u	-20%
CCOC(=O)N1CC=C2C(C#N)=C(N)C(C#N)(C#N)[C@H](c3ccccc3OCC)[C@H]2C1	14%	1%	0%	-1%	1%	1%	-10%	1%
COCc1cc(SC2CCCCC2)nc(C)n1	-5%	3%	1%	-6%	-10%	-5%	-1%	3%
CC(C)c1ccc(/C=C2\C(=O)N(CCN3CCOCC3)C(=S)N2C)cc1	-12%	1%	6%	2%	-4%	-1%	-10%	0%
CCSc1nc(-c2cccnc2)ccc1C#N	x	-1%	-3%	1%	12%	6%	-1%	-4%
Cc1c(S(=O)(=O)NCCc2ccccc2)c(=O)n(C)c(=O)n1C	4%[10 µM]	0%	-1%	5%	x	4%	x	6%
CCOC(=O)c1cc2c(=O)n3ccccc3nc2n(CCOC)c1=NC(=O)c1ccncc1	13%	2%	10%	u	u	u	-3%	11%
COc1ccc(CCNC(=O)c2cc(-c3cccs3)on2)cc1OC	3.5µM*	1%	-15%	-3%	-10%	-13%	u	-11%
Cc1ccc(NC(=O)c2ccc(CNc3c(N4CCOCC4)c(=O)c3=O)cc2)cc1	-34%	9%	2%	-8%	1%	8%	-16%	-11%
CCOC(=O)C1CCCN(C(=O)c2ccc(CNc3c(N4CCC(C)CC4)c(=O)c3=O)cc2)C1 (stereo unspecified)	-7%	-9%	9%	0%	-4%	-3%	6%	8%
COc1ccc(CCN2C(=O)C(Oc3ccccc3C)C2c2ccc3c(c2)OCO3)cc1OC (stereo unspecified)	-87%[inhibitor]	2%	5%	2%	-3%	-9%	-22%	-14%
Cc1cc(NC(=O)Nc2nnc(N3CCCCCC3)s2)ccc1Br	x	11%[76.3 µM]	-7%	x	x	x	1%	-3%
Cc1sc(NC(=O)CSc2nnnn2C)c(C#N)c1C	x	-9%	2%	8%	1%	-4%	-8%	-5%
CC(=O)Nc1cccc(OCC(O)Cn2cnc3ccccc32)c1 (stereo unspecified)	-19%[10 µM]	7%	u	2%	-5%	-10%	1%	5%
Cc1ccc(COC(=O)c2ccc(-c3nnn(Cc4ccc(C)cc4)n3)cc2)cc1	x	12%[76.3 µM]	-11%	x	x	x	8%	3%
COc1ccc(/C=C2\C(=O)N(c3c(Cl)cc(Cl)cc3Cl)N=C2NC(=O)c2cccc([N+](=O)[O-])c2)cc1	27%[10 µM]	5%	u	-15%	1%	-7%	u	-30%
Cc1ccc(S(=O)(=O)N(C)C)cc1NS(=O)(=O)c1ccc(Cl)s1	12%[0.074 µM]	7%	2%	-6%	-6%	-17%	-1%	5%
CCc1ccc(NC(=O)c2noc3c2CCc2ccccc2-3)cc1	1%	-17%	-5%	6%	8%	0%	u	-14%
O=C(Cn1cnc2ccccc21)N/N=C/c1ccccc1[N+](=O)[O-]	15%[10 µM]	6%	u	4%	2%	-6%	8%	3%
O=C(COC(=O)c1ccccc1F)Nc1cccnc1Cl	-22%	7%	-2%	-9%	-5%	-2%	-9%	-2%
CCn1c(C)nc2cc(S(=O)(=O)C(F)F)ccc21	-10%	5%	-4%	5%	u	0%	-1%	-3%
COC(=O)c1ccccc1OCCCN(C)C	10%[10 µM]	-2%	3%	3%	2%	-2%	-5%	-2%
Cc1nn2c(=O)cc(COc3ccc(/C=C(\C#N)C(=O)Nc4ccc(F)cc4)cc3)nc2s1	x	17%[76.3 µM]	5%	x	x	x	u	5%
